HTR5A inv ctr = HTR5A inverse agonists in luminescence cell assay, primary screen, counter-screen for OPRM1-OPRD1 heterodimer inverse agonist project, full-deck HTS | AID 504634, 2011 | 5-hydroxytryptamine receptor 5A (Homo sapiens), P47898 | 340,000 compounds, 0.083% hits | inhibition, % at 9.3 µM | HTR5A cell line, inverse agonism; in the data active = inhibition mostly above about 23%, no sharp cut-off; inactive = mostly below about 18%;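 note: 0% = cells with DMSO and 100% = no-cell wells with DMSO; some compounds called inactive have numbers as strong as hits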
Target sequence (P47898 whole entry, looked up): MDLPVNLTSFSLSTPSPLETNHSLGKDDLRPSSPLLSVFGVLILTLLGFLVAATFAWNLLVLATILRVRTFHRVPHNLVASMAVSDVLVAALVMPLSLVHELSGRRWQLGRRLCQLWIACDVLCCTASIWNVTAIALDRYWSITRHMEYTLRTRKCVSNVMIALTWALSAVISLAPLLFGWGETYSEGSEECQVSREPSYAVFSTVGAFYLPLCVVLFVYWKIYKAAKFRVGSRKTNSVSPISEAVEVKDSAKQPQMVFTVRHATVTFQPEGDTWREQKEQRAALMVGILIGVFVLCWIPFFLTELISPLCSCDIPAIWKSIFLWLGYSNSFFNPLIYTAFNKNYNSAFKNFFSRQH
AddAB inh = growth inhibition of E. coli expressing H. pylori AddAB, primary screen, AddAB inhibitor project, absorbance; inhibition, % at 11.9 µM; 330,000 compounds, 0.29% hits; AID 435030, 2010; in the data active = inhibition above about 12%;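 note: 0% = vehicle wells of infected cells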
Mot1-301 SUMO = yeast Mot1-301 growth rescue at high temperature, primary screen, SUMOylation pathway inhibitor project, S. cerevisiae, ATP luminescence, 38.5C; AID 2716, 2010; 320,000 compounds, 1% hits; growth rescue, % at 18.8 µM; S. cerevisiae Mot1-301 growth rescue; percent above DMSO median, 100 means doubled;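 active = every valid replicate shows activation above 250% relative to neutral control wells; inactive = the rest, any valid replicate at or below 250%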;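 note: OY570 slx delta 5 strain wells were the positive control but not used for scaling; some compounds called inactive have numbers as strong as hits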
DAGLB inh = DAGLB lipase inhibitors, primary screen, biochemical, fluorescence, HTS; Diacylglycerol lipase-beta (Homo sapiens), Q8NCG7; inhibition, % at 5.17 µM; 340,000 compounds, 0.059% hits; HEK293T DAGLB membrane lysate, EnzChek fluorogenic substrate; AID 504411, 2011; in the data active = inhibition above about 34%;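 note: 0% = enzyme with vehicle and 100% = wells lacking enzyme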
phage Ecoli inh = growth loss of phage-infected E. coli, primary screen, RecBCD inhibitor project, absorbance, with phage, HTS. inhibition, % at 11.9 µM. 360,000 compounds, 0.26% hits; in the data active = inhibition above about 11%
Ecoli viability = E. coli V3065 growth inhibition, primary screen, counter-screen for AddAB inhibitor project, absorbance, OD600; 18 h; inhibition, % at 11.9 µM; 330,000 compounds, 0.27% hits; AID 449728, 2010;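 active = inhibition above the campaign's mean inhibition across all tested compounds plus 3 SD, cut at about 9.9% in these data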;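 note: uninfected addAB+ strain grown without phage in ampicillin broth; 0% = DMSO wells and 100% = ciprofloxacin 0.95 µg/ml wells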
CDK5 inh = inhibitors of human CDK5/p35 kinase, primary screen, biochemical, single concentration; AID 488839, 2010; Recombinant CDK5/p35, ADP-Glo luminescence, 60 min; Cyclin-dependent kinase 5 (Homo sapiens) + Cyclin-dependent kinase 5 activator 1 (Homo …; inhibition, % at 10 µM; 330,000 compounds, 0.01% hits;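 active = highest replicate inhibition of at least 50% and at least 75% of replicates reaching 50%; inconclusive = only one of the two criteria met; inactive = both criteria failed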;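 note: plate controls were DMSO neutral control for no effect and GW8510 at 10 µM for full effect; many of its hits are not listed in these tables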
PKA-R1A act = activators of PKA-R1A holoenzyme, primary screen, biochemical, fluorescence polarization, Cy5-IP20, bovine R1A, mouse PKAc; activation, % at 11.4 µM; AID 504707, 2011; 340,000 compounds, 0.083% hits; PKA-R1A dissociation; scaled: DMSO 0%, 113 µM cGMP 100%;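 active = percent activation above the mean of all tested compounds plus 3 SD, cut at about 19% in these data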;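 note: higher means more PKAc released from R1A so a rise in polarization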
PKA-R2B activ = activators of PKA-R2B holoenzyme, primary screen, biochemical, fluorescence polarization, Cy5-IP20, human; cAMP-dependent protein kinase catalytic subunit beta (Homo sapiens) + cAMP-dependent …; PKA-R2B holoenzyme dissociation; R2B truncated from residue 108, S112A mutant; 0% DMSO only, 100% 113 µM cGMP; activation, % at 11.4 µM; 340,000 compounds, 0.079% hits; AID 504700, 2011;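 active = activation above a cutoff set at the mean over all compounds plus 3 SD, cut at about 18% in these data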;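 note: higher means more holoenzyme dissociation and a rise in polarization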
Target sequence (P31323 whole entry, looked up, other chains not shown, the tested form may be a part): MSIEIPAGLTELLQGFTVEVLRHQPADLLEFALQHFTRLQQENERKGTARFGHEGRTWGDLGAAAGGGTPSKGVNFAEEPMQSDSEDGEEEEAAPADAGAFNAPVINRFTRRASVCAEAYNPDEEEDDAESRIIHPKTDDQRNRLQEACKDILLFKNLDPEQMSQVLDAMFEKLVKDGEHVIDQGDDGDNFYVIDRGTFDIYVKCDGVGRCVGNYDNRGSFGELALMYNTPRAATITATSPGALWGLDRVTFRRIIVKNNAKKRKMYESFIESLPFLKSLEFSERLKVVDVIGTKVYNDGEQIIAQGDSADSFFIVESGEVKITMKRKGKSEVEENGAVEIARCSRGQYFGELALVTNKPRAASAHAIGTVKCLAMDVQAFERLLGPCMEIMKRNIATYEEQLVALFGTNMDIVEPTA
HTR5A ag = HTR5A agonists in luminescence cell assay, primary screen, counter-screen for OPRM1-OPRD1 heterodimer agonist project, full-deck HTS; AID 504692, 2011; 340,000 compounds, 0.61% hits; activation, % at 9.3 µM; cell-based; in the data active = activation mostly above about 9.5%, no sharp cut-off; inactive = mostly below about 7.6%;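 note: 0% = cells with vehicle only and 100% = reference agonist; strong numbers were not always called active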
Tat transport = E. coli Tat export inhibitors, primary screen, MC4100, TorA-mCherry reporter, fluorescence, single point | inhibition, % at 10 µM | 340,000 compounds, 0.036% hits | AID 488895, 2010;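 active = mean replicate inhibition at least 50% and at least half of replicates individually reaching 50%; inconclusive = only one of the two criteria met; inactive = neither criterion met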;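 note: exported cargo escapes ClpAP degradation while cytoplasmic cargo is degraded and loses fluorescence; 0% = median of neutral control wells and 100% = median of NaSCN control wells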
* hit, by the source's call; u = inconclusive; x = no result given.

SMILES	HTR5A inv ctr	AddAB inh	Mot1-301 SUMO	DAGLB inh	phage Ecoli inh	Ecoli viability	CDK5 inh	PKA-R1A act	PKA-R2B activ	HTR5A ag	Tat transport
O=C(CNC(=O)C1(c2ccccc2)CC1)Nc1ccc(F)c(F)c1	1	-0.5	14	-1	3.9	-0.5	0.0	-9	-4	0	4
COc1ccc(CNC(=O)Nc2cccc(C)c2)cc1	12	-2.0	-17	-1	2.1	-1.1	0.0	0	15	4	1
CCOc1ccc(OCC)c(NC(=O)CCCN2C(=S)NC(C)(C)CC2C)c1 (stereo unspecified)	8	0.7	-14	-5	2.5	-1.6	-0.1	-6	4	2	-1
CC1(OC(=O)CCc2ccccc2)C(=O)C=C2C=C(c3ccc(C#N)cc3)N(Cc3ccco3)C=C2C1=O (stereo unspecified)	9	3.2	6	12	-2.1	0.8	0.7	-10	-2	-4	-7
CCOc1ccccc1OCCC(=O)OCC(=O)c1ccc[nH]1	8	0.8	12	-3	2.8	-3.2	0.6	-3	-7	-3	-5
O=C1N/C(=C/c2cccn2-c2ccc(F)cc2)C(=O)N1Cc1ccccc1	-2	0.2	-10	3	4.0	-0.8	-3.2	-13	8	7	-1
COc1ccc(OC)c(/C=N/NC2=NS(=O)(=O)c3ccccc32)c1	-16	-0.5	10	1	2.9	1.9	-0.8	6	1	5	-8
COc1cc(OC)cc(C(=O)NNC(=O)c2ccc(S(=O)(=O)N(C)c3ccccc3OC)cc2)c1	-5	-0.8	-19	-2	1.8	-2.4	0.7	-4	2	2	0
O=C(c1ccco1)N1C(=O)c2cccc3cccc1c23	-21	2.6	22	-6	2.9	-1.4	-0.5	2	6	3	-14
COc1ccccc1CNC(=O)C(c1ccccc1)c1ccccc1	-13	1.5	17	-4	-1.0	-1.0	0.8	5	-4	4	-6
CN(C(=O)C1CCCO1)c1nnc(-c2ccncc2)s1 (stereo unspecified)	-37	-0.9	x	1	2.9	0.1	2.5	9	0	2	8
N#Cc1c(-c2ccccc2)nc(SCC(=O)NC2CCCCC2)[nH]c1=O	-12	-0.8	14	6	2.6	-1.4	-1.9	-7	-5	-1	3
O=C(CN1C(=O)c2ccccc2C1=O)NCCOc1ccccc1	4	-2.1	-6	-1	-0.1	-5.6	0.7	0	4	-1	3
Cc1c(Nc2cc(Cl)c3nonc3c2[N+](=O)[O-])c(=O)n(-c2ccccc2)n1C	33*	x	x	3	4.3	x	0.7	4	-8	-13	0
Cc1ccc(NC(=O)CSc2nnc(-c3cccs3)n2Cc2ccco2)cc1	-33	0.8	1	-3	1.6	1.0	-3.5	-1	5	2	3
CN(CC(=O)Nc1ccccc1C(F)(F)F)C(=O)CN1C(=O)C2CCCCC2C1=O (stereo unspecified)	-1	1.0	-26	1	1.9	0.2	-2.1	-10	-10	1	10
N#Cc1cc2c(nc1SCc1ccccc1)CCCC2=O	13	1.1	20	-4	0.6	1.2	4.9	-11	-7	1	-8
Cc1nc(-c2ccc(Cl)cc2)sc1C1(C)CC(c2cccc(Cl)c2)=NO1 (stereo unspecified)	7	1.8	131	-9	1.8	-1.4	-2.0	12	1	6	-2
Cc1cccc(C2c3[nH]c4ccccc4c3CCN2C(=O)c2cn(C)c3ccccc3c2=O)n1 (stereo unspecified)	7	3.0	397	1	4.6	0.1	-0.3	1	-1	2	-4
NC1=C(Cl)C(=O)c2ccc(S(N)(=O)=O)cc2C1=O	-61	x	x	-7	8.2	x	0.3	0	12	16*	-3
Fc1ccccc1-c1csc(=Nc2cccnc2)n1CC1CCCO1 (stereo unspecified)	-6	3.9	-28	-2	3.0	-0.3	-0.2	-3	-6	2	6
COc1cc([N+](=O)[O-])ccc1NC(=O)Nc1ccc(C(=O)N2CCCC2)cc1	-2	2.3	17	2	3.1	-2.1	-1.6	12	-4	1	-2
COc1ccc(S(=O)(=O)N/N=C\c2ccc3c(c2)OCO3)cc1	-36	0.1	42	-6	x	-1.1	0.3	-9	4	7	9
Clc1ccc(-c2ccnc(Oc3ccc4ccccc4c3)n2)cc1	-7	4.3	14	-2	2.5	0.0	-0.3	-6	4	3	9

Sorted by length of the SMILES (rising): 3 of the compounds above
SMILES	HTR5A inv ctr	AddAB inh	Mot1-301 SUMO	DAGLB inh	phage Ecoli inh	Ecoli viability	CDK5 inh	PKA-R1A act	PKA-R2B activ	HTR5A ag	Tat transport
COc1ccc(S(=O)(=O)N/N=C\c2ccc3c(c2)OCO3)cc1	-36	0.1	42	-6	x	-1.1	0.3	-9	4	7	9
Cc1ccc(NC(=O)CSc2nnc(-c3cccs3)n2Cc2ccco2)cc1	-33	0.8	1	-3	1.6	1.0	-3.5	-1	5	2	3
COc1cc([N+](=O)[O-])ccc1NC(=O)Nc1ccc(C(=O)N2CCCC2)cc1	-2	2.3	17	2	3.1	-2.1	-1.6	12	-4	1	-2

(list continues)
SMILES	HTR5A inv ctr	AddAB inh	Mot1-301 SUMO	DAGLB inh	phage Ecoli inh	Ecoli viability	CDK5 inh	PKA-R1A act	PKA-R2B activ	HTR5A ag	Tat transport
CCOC(=O)/C=C/C(=O)OCC(=O)Nc1ccc([N+](=O)[O-])cc1	13	3.6	-21	3	-0.5	2.5	0.2	-8	7	4	-16
O=C(NCc1cccs1)C(=O)NCC1OCCCN1S(=O)(=O)c1cccs1 (stereo unspecified)	-4	1.0	-10	0	3.7	0.2	-0.3	-12	-11	0	-4
Cn1c(N)c(C(=O)COC(=O)COc2ccc3ccccc3c2)c(=O)n(C)c1=O	-6	2.3	-7	2	1.4	-0.9	1.9	-9	1	2	-6
Cc1ccc(OCC(=O)Nc2cccc(S(=O)(=O)N3CCCCC3)c2)c([N+](=O)[O-])n1	-23	2.7	9	-5	0.9	-1.6	1.4	-2	-2	5	5
N#Cc1ccccc1COC(=O)c1cccc(S(=O)(=O)N2CCCC2)c1	3	2.0	7	-4	3.9	-0.4	-0.7	-7	-13	-1	-23
CC(C)CC(O)C1CCN(C(=O)CCc2nnc(-c3ccccc3)o2)CC1 (stereo unspecified)	-12	-2.2	1	-1	1.5	1.3	-0.2	-4	-14	6	-2
O=C(Nc1nnc(-c2ccco2)s1)C1CCCCC1	-36	-1.8	7	1	4.4	1.4	-5.5	1	-5	1	7
O=C(NCCc1ccc(OC(F)F)cc1)C1CC(=O)N(c2ccc3c(c2)OCCO3)C1 (stereo unspecified)	-3	1.5	6	-2	-1.2	1.4	0.6	-17	-7	1	-4
CCOc1ccccc1C1C(C(=O)Nc2ccccc2OC)=C(C)Nc2nc(CCCO)nn21 (stereo unspecified)	2	4.4	-8	-3	1.8	-0.2	-0.3	-2	5	-1	-15
Cc1ccc(C(=O)NC(=S)NCc2ccccc2)cc1	-16	0.7	5	-15	1.3	1.8	-0.8	-7	1	4	10
CC(C)(C)OC(=O)N[C@@H](Cc1ccccc1)[C@H](O)c1ccco1	-8	2.4	2	-3	2.4	-0.5	-0.5	2	-3	-3	u
Cc1c(C)c2ccc(OCC(=O)Nc3cccnc3)c(C)c2oc1=O	8	0.8	2	0	-1.1	1.4	-0.7	-6	-6	-2	-6
CC(C(=O)NCc1ccc2c(c1)OCO2)c1ccc([N+](=O)[O-])cc1 (stereo unspecified)	-2	2.8	-1	0	3.0	-0.1	-0.4	-3	4	1	-2
CCN(CC)CCCNC(=O)CC1Oc2ccc(C)cc2NC1=O (stereo unspecified)	-11	-0.6	117	-1	1.5	-1.4	0.4	-7	-3	4	-1
O=C(COc1ccc(S(=O)(=O)NC2CCCC2)cc1)NCC1CCCO1 (stereo unspecified)	-1	5.5	19	-2	3.2	0.0	-0.4	-3	6	0	0
C=CCOc1ccc(/C=C2\SC(=S)N(NS(=O)(=O)c3ccccc3)C2=O)cc1	-14	-0.6	-13	20	1.4	-3.4	-0.2	-11	-6	4	6
O=C(c1ccc2c(c1)OCO2)C1CCCN(C(=O)c2cnn(Cc3ccccc3)c2)C1 (stereo unspecified)	-31	0.4	-6	0	1.2	-1.1	1.6	-4	2	3	2
Cn1cccc1Cc1nnc(SCC(=O)NCc2ccc(F)cc2)n1-c1ccc(F)cc1	10	2.5	3	2	-0.1	2.2	1.2	4	4	-4	-11
C[N+](C)(C)CC=O	-6	0.4	256	3	3.8	-0.7	-0.4	-3	-4	2	-7
CCCn1c(SCC(=O)Nc2cc(S(=O)(=O)N(C)C)ccc2OC)n[nH]c1=O	15	-0.4	-4	-1	-1.9	0.8	-1.1	-2	3	1	-2
Cc1cc(NC(=O)CCC(=O)N(CC(=O)NC2CCCC2)c2ccc(C)c(F)c2)no1	-14	0.8	0	-1	1.2	0.1	1.3	-11	1	5	-9
Cc1[nH]c2ccccc2c1/C=N/NC(=O)Cc1cccs1	2	2.0	-16	3	3.4	0.9	-0.5	-4	0	-1	8
O=C(C[C@@H]1C/C=C/CC[C@@H](Cc2ccc(F)cc2)C(=O)OC[C@H](Cc2ccccc2)NC1=O)N[C@H](CO)Cc1ccccc1	0	-2.5	14	3	1.4	-3.1	0.8	-6	-14	3	8
Cc1cc(=O)n2c3ccccc3n(CC(O)CN3CCOCC3)c2c1C#N (stereo unspecified)	-3	-0.7	5	2	2.4	0.0	0.2	-10	-4	-1	6
O=C(COc1cc2oc(=O)c3c(c2cc1Cl)CCC3)Nc1cccnc1	1	2.0	7	1	0.1	0.8	-4.8	-5	-4	0	7
FC(F)(F)c1nc2ccccc2c2nc3ccccc3n12	16	3.3	0	3	4.0	-0.1	-0.8	11	-6	-4	3
Cc1ccc(-n2nc(-c3ccco3)cc2C(=O)O)cc1	-8	-1.6	150	-2	2.7	-1.3	-1.8	4	6	-3	-3
Oc1c(C(c2ccc(F)cc2)N2CCc3ccccc3C2)sc2ncnn12 (stereo unspecified)	-3	2.0	-11	0	2.2	1.1	0.0	-10	-11	-2	-4
CCOc1ccc(CCNC(=O)C2CCN(S(=O)(=O)CC)CC2)cc1OCC	0	2.7	-13	2	0.1	0.7	1.1	0	-7	0	-2
Cc1cccc(NC(=O)COc2coc(CN3CCc4ccccc4C3)cc2=O)c1	-5	-0.3	x	3	2.1	2.3	0.3	1	8	8	-1
CC1Cc2ccccc2N1C(=O)CSc1nn2c(=O)c(C(C)(C)C)nnc2s1 (stereo unspecified)	-19	7.3	-7	-1	8.3	-0.7	-0.5	-7	-1	7	-1
CC(C(=O)NCCCc1ccccc1)n1cccc1C(=O)c1ccccc1 (stereo unspecified)	-9	3.0	298	-3	1.8	-3.0	x	3	8	2	8
CCc1c(C(=O)NNC(=S)Nc2ccc(S(=O)(=O)Nc3ncccn3)cc2)csc1C	11	1.4	-5	0	-0.9	0.2	0.4	-8	-12	-5	7

Source: PubChem
